# Source: PubChem BioAssay
# NCI-60 one-dose screen, 48 h, at 10 µM unless noted. Numbers give growth in % (100 = growth as untreated, 0 = no growth, -100 = all killed).
# MDA-MB-435: MDA-MB-435 melanoma; hit rate 7.8% among 82,000
# SK-MEL-28: SK-MEL-28 melanoma; hit rate 4.1% among 81,000; AID 1794761
# LOX IMVI: LOX IMVI melanoma; hit rate 7.4% among 79,000
# MALME-3M: MALME-3M melanoma; hit rate 5.8% among 78,000
# SK-MEL-5: SK-MEL-5 melanoma | hit rate 6.4% among 80,000 | AID 1794755
# SK-MEL-2: SK-MEL-2 melanoma | hit rate 4.7% among 77,000
# UACC-257: UACC-257 melanoma | AID 1794764 | hit rate 4.4% among 78,000
# UACC-62: UACC-62 melanoma; hit rate 5.4% among 81,000
# * marks the source's active call; other numbers are inactive results; . = no result given; & = joins results of further samples; [ ] = another dose, or the depositor's remark. Rule for the calls: active = growth percent below 10; inactive = the rest.
Molecule,MDA-MB-435,SK-MEL-28,LOX IMVI,MALME-3M,SK-MEL-5,SK-MEL-2,UACC-257,UACC-62
O=C(CN1CCN(c2cc3c(cc2F)c(=O)c(C(=O)N/N=C/c2ccc(Cl)cc2)cn3C2CC2)CC1)N/N=C\c1ccc(Cl)cc1,97,103,99,102,88,117,101,87
C#CC1(OCC2CN(c3ccccc3)C(=O)O2)CCCCC1 (configuration not stated),104,107,101,96,101,97,.,99
N#C/C(=C/c1ccc(Cl)cc1)c1nnc(NC(=O)c2ccc(-n3c(=O)[nH]c4ccccc4c3=O)cc2)s1,85,75,42,68,28,92,102,67
CCO[Si](OCC)(c1ccccc1)c1ccccc1,107,102,87,112,108,108,87,114
O=[N+]([O-])c1ccc(-c2nnc(CNc3ccc(F)c(Cl)c3)o2)cc1,109,111,95,105,101,85,87,101
CC12CCC3C(CC=C4CC(O)CCC43C)C1CC(O)C2 (configuration not stated),59,111,94,100,103,99,106,95
CCOC(=O)c1[nH]cc2c1CCc1sc(N)nc1-2,98,118,97,124,94,106,95,105
O=C1c2ccccc2C(=O)N1CN1CCOCC1,95,138,103,104,95,.,136,96
Nc1ncnc2c(-c3nc4ccccc4s3)c(Nc3ccccc3)sc12,106,98,96,104,99,97,93,83
COc1ccc(-c2nn(Cc3cc(OC)c(OC)c(OC)c3)c3c2-c2oncc2CC3)cc1OC,90,99,89,106,87,108,92,89
O=C(Cn1c(=O)sc2ccccc21)NNS(=O)(=O)c1ccc(Cl)cc1,103,109,98,99,100,100,97,97
COC(=O)c1cccc2c(N)c(N)cc(C(=O)OC)c12,102,102,96,87,90,124,100,82
Cc1nc2sc(C(=O)N3CCN(c4ccccc4)CC3)c(N)c2c(C)c1Br,101,109,102,91,100,106,104,94
O=c1cc(C2NCCc3c2[nH]c2ccccc32)c2ccc(O)cc2o1 (configuration not stated),108,95,86,93,93,101,104,94
COc1ccc(C(N)CCc2cc(OC)c(OC)c(OC)c2)cc1 (configuration not stated),87,94,91,85,99,100,112,96
N#CNc1nc(N)cc(=O)[nH]1,107&99,108&110,95&101,97&98,104&111,101&94,100,106
CN1C(=O)C(=Cc2cn(CC(O)CN3CCCC3)c3ccccc23)C(=O)N(C)C1=O (configuration not stated),111,98,104,115,102,100,106,93
CCCCCCCCC(C(=O)OCC)C(=O)OCC,98,103,105,91,101,119,118,102
Cn1c(=O)c2[nH]c(/C=C/c3ccc4c(c3)OCO4)nc2n(C)c1=O,122,92,94,100,104,108,112,103
COC(=O)c1ccc2c(c1)[n+](=O)c(C(=O)OC)c(C)n2[O-],101,103,84,.,73,72,82,81
COC(=O)[C@]12CCC(C)(C)C[C@H]1C1=CC[C@@H]3[C@@]4(C)C/C(=C/c5cccnc5)C(=O)C(C)(C)[C@@H]4CC[C@@]3(C)[C@]1(C)CC2,-51*[100 µM],-70*[100 µM],-90*[100 µM],-80*[100 µM],-94*[100 µM],-70*[100 µM],-29*[100 µM],-59*[100 µM]
CC(=O)C(c1ccccn1)C(C)C (configuration not stated),107,104,101,105,112,92,96,107
O=C1CCCC(=O)C1,99,101,109,85,101,101,97,102
C=CCCCCCCCCCOC(C)=O,110,112,99,93,101,99,.,96
CCOC(=O)c1ccc(Oc2ccc(Nc3ncnc4onc(-c5ccccc5)c34)cc2)cc1,99,95,96,97,77,100,95,84

# One compound at a time (already shown). Order of screens: MDA-MB-435	SK-MEL-28	LOX IMVI	MALME-3M	SK-MEL-5	SK-MEL-2	UACC-257	UACC-62
# `COc1ccc(-c2nn(Cc3cc(OC)c(OC)c(OC)c3)c3c2-c2oncc2CC3)cc1OC` across the screens: 90	99	89	106	87	108	92	89
# `COC(=O)[C@]12CCC(C)(C)C[C@H]1C1=CC[C@@H]3[C@@]4(C)C/C(=C/c5cccnc5)C(=O)C(C)(C)[C@@H]4CC[C@@]3(C)[C@]1(C)CC2` across the screens: -51*[100 µM]	-70*[100 µM]	-90*[100 µM]	-80*[100 µM]	-94*[100 µM]	-70*[100 µM]	-29*[100 µM]	-59*[100 µM]
# `C=CCCCCCCCCCOC(C)=O` across the screens: 110	112	99	93	101	99	.	96
# `O=C(Cn1c(=O)sc2ccccc21)NNS(=O)(=O)c1ccc(Cl)cc1` across the screens: 103	109	98	99	100	100	97	97
# `CN1C(=O)C(=Cc2cn(CC(O)CN3CCCC3)c3ccccc23)C(=O)N(C)C1=O` (configuration not stated) across the screens: 111	98	104	115	102	100	106	93

# The listing picks up, starting 2 compounds before the break.
# Every second line gives: MDA-MB-435, SK-MEL-28, LOX IMVI, MALME-3M, SK-MEL-5, SK-MEL-2, UACC-257, UACC-62
C=CCCCCCCCCCOC(C)=O
 : 110, 112, 99, 93, 101, 99, ., 96
CCOC(=O)c1ccc(Oc2ccc(Nc3ncnc4onc(-c5ccccc5)c34)cc2)cc1
 : 99, 95, 96, 97, 77, 100, 95, 84
CN1CCN(c2ccc(/C=C/C(=O)c3ccc(O)cc3)cc2)CC1
 : 100, 99, 95, 99, 94, 102, 96, 93
Cc1cc2nc[nH]c(=O)n2n1
 : ., 107, 95, 100, 102, 101, 101, 104
COc1cccc(-c2nc3sccn3c2-c2ccnc(NCCN3CCNS3(=O)=O)n2)c1
 : 59, 47, 26, 27, 81, 81, 68, 13
CC(C)(C)c1cc(C=O)cc(C(C)(C)C)c1O
 : 111, 111, 98, 101, 92, 96, 102, 85
O=C(O)Cc1c(-c2ccccc2)n[nH]c1-c1[nH]nc(-c2ccccc2)c1CC(=O)O
 : 117, 122, 79, 107, 107, 116, 112, 106
COC(=O)C(CC(=O)Nc1ccc(F)cn1)c1ccc(C(F)(F)F)cc1 (configuration not stated)
 : 98, 104, 88, 93, 100, 104, 109, 97
Cc1nc2ccccc2nc1-c1ccc([N+](=O)[O-])cc1
 : 103, 110, 112, 122, 101, 125, 105, 98
COc1ccc2nc3cc(Cl)ccc3c(Nc3ccc(C(=O)O)c(O)c3)c2c1
 : 113, 126, 103, 131, 105, 115, 139, 108
COc1ccc2c(c1)CCC(c1nc3cccc([N+](=O)[O-])c3[nH]c1=O)=C2O
 : 106, 112, 99, 100, 97, 108, 116, 94
Cc1cc(C(NC(=O)CCCCCNc2cccc3c2C(=O)N(C2CCC(=O)NC2=O)C3=O)c2ccc3c(c2)OC(F)(F)O3)c(O)c2ncccc12 (configuration not stated)
 : 28, 81, 58, 85, 37, 63, 98, 63
Cn1c(N2NC(=O)CC2=O)nc(-c2ccccc2)c(C#N)c1=O
 : 118, 76, 97, 86, 106, 94, 112, 97
